C2C12 statin: suppressors of simvastatin-induced myotoxicity in C2C12 myotubes. ATP luminescence, 48 h; scaled: DMSO 0, geranylgeraniol control 100. rescue of ATP level, % at 7.49 µM. actives 0.78% (n = 330,000);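 active = mean ATP rescue above about 67%, or every replicate alone reaching that limit, limit read from the data, passing the limit was not always enough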;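 note: myotubes were challenged with 10 µM simvastatin during compound exposure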
ERp5 block: ERp5 (human) disulfide isomerase inhibition; ERp5 insulin aggregation, absorbance 650 nm, 90 min; inhibition, % at 9.99 µM; actives 0.05% (n = 350,000); AID 651711;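 active = mean replicate inhibition above about 25%, with every replicate also reaching it, limit read from the data, passing the limit was not always enough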
Target sequence (Q15084 whole entry, looked up): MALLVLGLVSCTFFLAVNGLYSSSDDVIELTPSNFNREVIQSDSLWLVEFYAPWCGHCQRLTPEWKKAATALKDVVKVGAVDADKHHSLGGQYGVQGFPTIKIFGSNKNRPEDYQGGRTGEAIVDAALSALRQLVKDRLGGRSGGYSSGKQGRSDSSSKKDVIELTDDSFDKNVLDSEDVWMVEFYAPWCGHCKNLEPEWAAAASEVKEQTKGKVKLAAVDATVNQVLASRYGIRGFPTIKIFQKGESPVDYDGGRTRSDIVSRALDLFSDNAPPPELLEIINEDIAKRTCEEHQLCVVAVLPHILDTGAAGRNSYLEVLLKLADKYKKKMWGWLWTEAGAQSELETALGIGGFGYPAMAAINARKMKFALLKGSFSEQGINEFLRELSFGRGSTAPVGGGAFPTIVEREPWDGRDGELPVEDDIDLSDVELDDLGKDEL
Cneo AK release: Cryptococcus neoformans lysis via adenylate kinase release; lysis activity, % at 15 µM; C. neoformans lysis, adenylate kinase release luminescence, 4 h; normalised: neutral wells 0, clomiphene wells 100; actives 0.2% (n = 360,000);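 active = mean lysis activity across replicates of at least 80%, whatever share of replicates individually reach that level; inactive = mean lysis activity below 80%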
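Material – Cryptococcus neoformans yeast cells · Quantity – 5 × 10^6 yeast cells/mL · Buffer or medium – YPD medium · Compound – single dose · Timing – 4 h static compound exposure, 37 °C, read 1 h post-reagent · Signal – adenylate kinase release luminescence · Read-out basis – lysis from increased AK signal · Benchmarks – Clomiphene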
ARNT-TACC3 inh: ARNT/TACC3 interaction disruption | Q9Y6A5 | AlphaScreen His-ARNT PAS-B/GST-TACC3 binding, luminescence; TACC3 fragment carries E629A point mutation | inhibition, % at 9.99 µM | actives 0.66% (n = 390,000);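 active = mean inhibition of replicates at least 50% and at least half of replicates each reaching 50%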;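 note: 0% = complete ARNT plus TACC3 wells and 100% = ARNT alone without TACC3; many hits fall short of the cut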
esBAF inh: inhibitors of esBAF chromatin remodeling in mouse ES cells; Bmi1-luciferase knock-in reporter, 24 h; 100% = twice the neutral-well signal; reporter increase, % at 12.5 µM; AID 602393; actives 2% (n = 350,000); in the data active = activation above about 40%;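 note: 0% = median of the plate's neutral control wells and 100% = double that signal; a rise in the Bmi1 reporter signal indicates esBAF inhibition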
SIRT5 inh: blocks human SIRT5 desuccinylation of peptide; inhibition, % at 15 µM; actives 1.1% (n = 330,000); Q9NXA8; Purified SirT5, succinyl-peptide AMC, trypsin-coupled fluorescence; AID 652115; in the data active = inhibition above about 15%
Target sequence (Q9NXA8 whole entry, looked up): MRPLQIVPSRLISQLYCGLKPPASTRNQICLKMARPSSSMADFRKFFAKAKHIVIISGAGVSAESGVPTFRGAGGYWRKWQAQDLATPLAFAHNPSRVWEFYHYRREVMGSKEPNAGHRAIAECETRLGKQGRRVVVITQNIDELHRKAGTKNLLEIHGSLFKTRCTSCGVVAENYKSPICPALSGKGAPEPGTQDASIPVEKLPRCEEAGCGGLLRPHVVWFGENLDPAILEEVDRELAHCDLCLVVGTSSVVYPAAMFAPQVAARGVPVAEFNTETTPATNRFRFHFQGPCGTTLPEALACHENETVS
miR-122 sensor: inhibitors of miR-122 in Huh7 cells | Huh7 miR-122 Renilla luciferase sensor, 48 h; neutral wells = 0, positive control = 100 | activation (reporter increase), % at 12.5 µM | actives 0.3% (n = 340,000) | AID 602342;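 active = mean replicate activation score at least 90 and every replicate individually at or above 90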;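 note: higher luciferase means less miR-122 activity so hits act as miR-122 inhibitors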
An asterisk follows results filed as active; . = not tested or not shown; & = joins results of further samples; [ ] = remark or other dose.

1	O=C(N/N=C/c1ccco1)Nc1ccccc1
2	C[C@@H]1CN([C@@H](C)CO)C(=O)c2cc(NC(=O)CCCN(C)C)ccc2O[C@@H](C)CCCCO[C@H]1CN(C)CC1CCCCC1
3	Cc1ccc(S(=O)(=O)NC(=NC(C)C(=O)O)c2ccccc2)cc1 (stereo not drawn)
4	O=C(/C=C/c1ccc(Cl)cc1)NCCc1ccccc1
5	C/C=C(\C)CN1CCCC(CO)(Cc2ccccc2)C1 (stereo not drawn)
6	C[C@H]1CN([C@@H](C)CO)C(=O)c2cc(NC(=O)Cn3cnnn3)ccc2O[C@@H]1CN(C)C(=O)Nc1ccccc1
7	CCOC(=O)N1CCC(NC(=O)CSc2cc(=O)n(C)c3ccccc23)CC1
8	N/C(=N\OC(=O)C12CC3CC(CC(C3)C1)C2)c1cccnc1
assay / compound | 1 | 2 | 3 | 4 | 5 | 6 | 7 | 8
C2C12 statin | -1 | -54 | -7 | -3 | -1 | . | . | 3
ERp5 block | . | -2 | . | . | 0 | 9 | . | .
Cneo AK release | -3 | 0 | 6 | -1 | 0 | -1 | 1 | 8
ARNT-TACC3 inh | -8 | . | -7 | 4 | -2 | 0 | -1 | -1
esBAF inh | 9 | -6 | 1 | 37 | -9 | 0 | 0 | 32
SIRT5 inh | . | 0 | . | . | 0 | 4 | . | .
miR-122 sensor | -5 | 4[16.7 µM] | -13 | 1 | 5 | -1[16.7 µM] | 1 | -3

9	Cc1nc2ccccn2c1C(=O)NCCCN1CCOCC1
10	C/C(=C1/SC(N2CCOCC2)=NC1=O)c1ccc(Br)cc1
11	CC12CCC(C(=O)N(Cc3ccccc3)Cc3ccccc3)(OC1=O)C2(C)C (stereo not drawn)
12	C[C@@H]1CN([C@@H](C)CO)C(=O)c2cccc(NS(=O)(=O)c3cccs3)c2O[C@@H]1CN(C)S(=O)(=O)c1cccs1
13	Cc1ccc(C)c(S(=O)(=O)N2CCN(C(=O)CCc3c[nH]c4ccccc34)CC2)c1
14	CC(=O)c1c(N2CCCCC2)nc(=S)n(-c2ccccc2)c1C
15	Cc1cccc(C(=O)N2CCCCCC2)c1[N+](=O)[O-]
16	O=C(Nc1cc(C(F)(F)F)ccc1-n1cncn1)c1ccc(F)cc1Cl
assay / compound | 9 | 10 | 11 | 12 | 13 | 14 | 15 | 16
C2C12 statin | 4 | -17 | . | 53 | 8 | 22 | 2 | 2
ERp5 block | . | . | . | -3 | -5 | . | -5 | -34
Cneo AK release | 0 | 3 | -1 | -2 | -1 | 0 | . | -7
ARNT-TACC3 inh | -9 | -1 | -4 | 6 | 8 | 5 | 13 | -19
esBAF inh | -11 | -7 | -9 | 2 | 14 | 26 | 6 | 0
SIRT5 inh | . | . | . | -2 | -2 | . | -1 | -1
miR-122 sensor | . | 5 | 10 | -6[16.7 µM] | 3 | 3 | -9 | 8

17	C[C@@H]1CN([C@H](C)CO)S(=O)(=O)c2ccc(C#C[C@@H](C)O)cc2O[C@@H]1CN(C)C
18	COc1ccc(-c2ccc([C@@H]3[C@@H](CO)N4CCCCN(CC5CCOCC5)C[C@H]34)cc2)cc1
19	COc1ccc(-c2nnc(-c3ccc(Br)o3)o2)cc1OC
20	CC(C)n1c(NCc2ccccc2O)nc2ccccc21
21	CCCc1cc(=O)n2[nH]cnc2n1
22	CCCNC(=O)c1cc2c(c(-c3cccc(-c4ccc(F)cc4)c3)n1)[C@@H](CCO)N(S(=O)C(C)(C)C)C2 (stereo partly drawn)
23	Cc1ccc(S(=O)(=O)N(C)C)cc1NC(=O)CN1C(=O)NC(Cc2c[nH]c3ccccc23)C1=O (stereo not drawn)
24	CC(=O)N1CCCCN2[C@H](CO)[C@@H](c3ccc(C#Cc4ccccc4F)cc3)[C@@H]2C1
assay / compound | 17 | 18 | 19 | 20 | 21 | 22 | 23 | 24
C2C12 statin | 19 | 3 | -1 | 1 | -1 | -10 | . | .
ERp5 block | 1 | -5 | . | -6 | . | 5 | 2 | 4
Cneo AK release | -1 | -1 | 0 | 0 | 0 | 7 | . | 2
ARNT-TACC3 inh | 1 | 13 | -2 | 3 | 36 | . | -3 | -6
esBAF inh | 0 | 3 | 5 | 8 | -4 | 1 | . | .
SIRT5 inh | -4 | -2 | . | -6 | . | -1 | -1 | -2
miR-122 sensor | 2[16.7 µM] | 21[16.7 µM] | -26 | -3 | -5 | -4 | . | -3[16.7 µM]

25	Cc1onc(-c2c(F)cccc2Cl)c1C(=O)N=C(N)N1CC(C)OC(C)C1 (stereo not drawn)
26	O=C(Nc1nccs1)c1ccc(COc2ccc(F)cc2)o1
27	C[C@H](CO)N1C[C@H](C)[C@@H](CN(C)C(=O)Nc2cccc(F)c2)OCc2ccccc2-c2c(n(C)c3ccccc23)C1=O
28	O=C1C=C(c2cccc(Br)c2)C[C@@H](c2ccc(F)cc2)C1
29	COc1ccc(-c2nnc(SC(=O)N3c4ccccc4Sc4ccccc43)o2)cc1
30	COc1ccc([C@@]2(C(C)C)ON(c3ccccc3C(F)(F)F)C2=O)cc1
31	CCCc1nc2n[nH]c(N)c2c2c1CCC2
32	CC(OC(=O)C1CCN(S(=O)(=O)c2ccc3c(c2)OCCO3)CC1)C(=O)N(C)c1ccccc1 (stereo not drawn)
assay / compound | 25 | 26 | 27 | 28 | 29 | 30 | 31 | 32
C2C12 statin | . | 31 | . | -8 | 61 | -2 | 8 | 15
ERp5 block | 1 | . | 7 | 1 | . | -3 | . | -9
Cneo AK release | . | 0 | -1 | -1 | -1 | 2 | 2 | -3
ARNT-TACC3 inh | 0 | -4 | 3 | 0 | -2 | . | -2 | -34
esBAF inh | . | 60* | 0 | 1 | 3 | 5 | -3 | 2
SIRT5 inh | -1 | . | -2 | 2 | . | . | . | 0
miR-122 sensor | . | -3 | . | -1 | -1 | . | -8 | -5

33	CC(C)(C)OC(=O)N1CCC(c2c(C(=O)NCC3CCN(C4CCCC4)C3)cnn2-c2cccc(Cl)c2)CC1 (stereo not drawn)
34	C[C@H]1CN([C@@H](C)CO)C(=O)c2cc(NC(=O)Nc3ccc4c(c3)OCO4)ccc2O[C@H]1CN(C)C
35	COCCN1C(=O)CCC1(C)C(=O)Nc1ccc2ccccc2c1 (stereo not drawn)
36	COc1ccc(S(=O)(=O)Nc2ccc3c(c2)C(=O)N([C@H](C)CO)C[C@H](C)[C@H](CN(C)S(=O)(=O)c2ccc(C)cc2)OCCCC[C@H](C)O3)cc1
37	CO[C@H]1CN(C)C(=O)c2ccc(NC(=O)C3CC3)cc2OC[C@@H](C)N(C(=O)c2ccccc2F)C[C@H]1C
38	CCCS(=O)(=O)NC(=O)C1(C)CCCN(C(=O)C2(c3ccc(Cl)cc3)CCCC2)C1 (stereo not drawn)
39	COc1cc(C(=O)COC(=O)CNC(=O)C2CCCCC2)cc(OC)c1OC
40	Fc1ccc(Oc2ccc3nnc(C(F)(F)F)n3n2)cc1
assay / compound | 33 | 34 | 35 | 36 | 37 | 38 | 39 | 40
C2C12 statin | -31 | 5 | 1 | . | 2 | 0 | 1 | 4
ERp5 block | 11 | -4 | 5 | 11 | -9 | 5 | . | 3
Cneo AK release | 1 | 2 | 5 | 2 | 1 | 10 | 0 | -1
ARNT-TACC3 inh | 5 | -6 | . | 16 | -1 | . | -1 | -2
esBAF inh | -7 | 2 | -5 | 8 | 8 | -3 | -3 | -1
SIRT5 inh | 0 | 13 | -3 | 12 | 18* | . | . | 4
miR-122 sensor | -2 | 1[16.7 µM] | 10 | -10[16.7 µM] | -11[16.7 µM] | . | 5 | -3

41	COC(=O)c1ccc(COC(=O)CNS(=O)(=O)c2ccc(C)cc2)cc1
42	COc1cccc(NC(=O)N(C)C[C@@H]2Oc3ncc(C4=CCCCC4)cc3C(=O)N([C@@H](C)CO)C[C@H]2C)c1
43	CCc1ccn2cc(-c3cc(-c4ccccc4)no3)nc2c1
44	C=C(C)COc1ccc2c(C)c(CCC(=O)N3C[C@H]4C[C@@H](C3)c3cccc(=O)n3C4)c(=O)oc2c1
45	CC(=O)NC(C)(c1ccccc1)c1nc(-c2ccc(F)c(Cl)c2)cs1 (stereo not drawn)
46	CC1CCCN(S(=O)(=O)c2ccc(NC(=O)CN3CCN(C)CC3)cc2)C1 (stereo not drawn)
47	COCCN(CCOC)C(=O)COC(=O)c1cc([N+](=O)[O-])ccc1Cl
48	CCC(=O)N1CCC(C)(C(=O)Nc2ccc3c(c2)OCO3)C1 (stereo not drawn)
assay / compound | 41 | 42 | 43 | 44 | 45 | 46 | 47 | 48
C2C12 statin | . | 27 | -36 | 17 | 6 | 1 | . | -2
ERp5 block | 1 | 1 | -1 | 7 | 3 | . | -2 | 5
Cneo AK release | . | 4 | -6 | 1 | -1 | 0 | 3 | 0
ARNT-TACC3 inh | 5 | 3 | -1 | -22 | . | 3 | -2 | .
esBAF inh | . | 6 | -82 | 15 | -9 | 3 | . | 0
SIRT5 inh | 7 | 3 | -2 | -8 | . | . | 0 | .
miR-122 sensor | . | 9[16.7 µM] | -3 | 0 | -8 | 17 | -7 | -4

49	OC1(c2cccs2)CN(c2ccccc2)C2=[N+]1CCCC2 (stereo not drawn)
50	C[C@H](CO)N1C[C@H](C)[C@@H](CN(C)C(=O)Nc2ccc3c(c2)OCO3)OCCCC[C@H](C)Oc2ccc(NC(=O)NC3CCCCC3)cc2C1=O
51	O=C(N/N=C/c1c(O)ccc2ccccc12)C(=O)N1CCCC1
52	CN(C)CCNC(=O)c1cccc(-c2cnc3c(NC=O)cc(-c4cccc(C(F)(F)F)c4)cn23)c1
53	Cc1ccc(CNc2ccc3c(c2)nc(C)n3C)cc1
54	O=C(CN1CCCC1c1cccs1)N1CCN(S(=O)(=O)c2ccccc2)CC1 (stereo not drawn)
55	CC(C)CNC(=O)CN(c1cccc(Cl)c1)S(C)(=O)=O
56	Cc1ccc(C(=O)CCC(=O)NN2C(=O)NC3(CCCCC3)C2=O)cc1
57	CCOC(=O)c1cnc(SCc2nc(N)nc(Nc3ccc(OC)cc3)n2)nc1N
58	C[C@H]1CN([C@@H](C)CO)S(=O)(=O)c2ccc(Br)cc2O[C@@H]1CN(C)C(=O)Nc1ccc2c(c1)OCO2
59	Cc1[nH]c(=O)[nH]c(=O)c1CSCC(=O)OCC(=O)Nc1ccccn1
assay / compound | 49 | 50 | 51 | 52 | 53 | 54 | 55 | 56 | 57 | 58 | 59
C2C12 statin | 9 | . | 23 | -3 | -2 | -7 | -8 | -7 | -25 | -9&13 | 4
ERp5 block | -1 | . | 2 | 1 | 2 | 0 | 2 | -2 | . | 13&0 | -5
Cneo AK release | 0 | -3 | 1 | 0 | 4 | 2 | 0 | . | -2 | 0&7 | .
ARNT-TACC3 inh | 1 | 0 | . | . | -8 | 3 | 1 | 0 | 20 | 4 | -4
esBAF inh | 8 | -4 | -24 | -6 | -6 | -3 | -7 | -6 | 5 | 4&9 | -1
SIRT5 inh | -2 | . | -1 | . | 2 | -2 | 3 | 0 | . | 4&1 | -3
miR-122 sensor | 3 | -10[16.7 µM] | -2 | -15 | -1 | -7 | 19 | . | -1 | 1 | -2

Record cards, from the list above. Values in the order: C2C12 statin | ERp5 block | Cneo AK release | ARNT-TACC3 inh | esBAF inh | SIRT5 inh | miR-122 sensor
OC1(c2cccs2)CN(c2ccccc2)C2=[N+]1CCCC2 (stereo not drawn) as listed: 9 | -1 | 0 | 1 | 8 | -2 | 3
O=C(CN1CCCC1c1cccs1)N1CCN(S(=O)(=O)c2ccccc2)CC1 (stereo not drawn) as listed: -7 | 0 | 2 | 3 | -3 | -2 | -7
O=C(N/N=C/c1c(O)ccc2ccccc12)C(=O)N1CCCC1 as listed: 23 | 2 | 1 | . | -24 | -1 | -2
CC(C)CNC(=O)CN(c1cccc(Cl)c1)S(C)(=O)=O as listed: -8 | 2 | 0 | 1 | -7 | 3 | 19
CN(C)CCNC(=O)c1cccc(-c2cnc3c(NC=O)cc(-c4cccc(C(F)(F)F)c4)cn23)c1 as listed: -3 | 1 | 0 | . | -6 | . | -15

High-throughput results from PubChem.
